Screening data as filed in PubChem.
rTrxR1 inhibitor – inhibitors of rat thioredoxin reductase 1; recombinant rTrxR1, NADPH fluorescence consumption, selenite substrate; 390,000 tested, 1% active; Potency, µM (series often up to 114 µM), inactives show at the highest dose activity change, negative = inhibition, actives largely listed as inhibitors; further: potency means the concentration at half of the fitted maximal effect; on the % scale 0 is the no-effect control and ±100 the full control effect; nearly all actives have a fitted effect of over 65% in size
Target sequence (O89049 whole entry, looked up): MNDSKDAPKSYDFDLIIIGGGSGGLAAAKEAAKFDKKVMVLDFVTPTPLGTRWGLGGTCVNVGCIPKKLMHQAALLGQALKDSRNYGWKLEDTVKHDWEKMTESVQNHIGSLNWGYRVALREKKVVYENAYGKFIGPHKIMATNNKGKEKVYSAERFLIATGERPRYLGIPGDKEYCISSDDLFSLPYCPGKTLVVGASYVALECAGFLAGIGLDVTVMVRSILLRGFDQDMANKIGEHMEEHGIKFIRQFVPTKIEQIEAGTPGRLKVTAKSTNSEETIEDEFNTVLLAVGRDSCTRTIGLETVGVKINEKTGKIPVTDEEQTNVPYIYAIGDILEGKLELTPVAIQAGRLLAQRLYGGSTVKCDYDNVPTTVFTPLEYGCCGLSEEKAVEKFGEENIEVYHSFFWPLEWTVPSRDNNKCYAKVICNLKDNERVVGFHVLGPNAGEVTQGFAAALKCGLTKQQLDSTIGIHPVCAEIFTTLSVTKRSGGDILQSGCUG
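Rat TrxR1 (90 nM in the dispensed reagent) was pre-reduced with 400 uM NADPH for 5 min at room temperature, then incubated with compound for 15 min. After 400 uM selenite was added, NADPH fluorescence (Ex 340/Em 450 nm) was followed for 8 min.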
TrxR1 substrate – rat thioredoxin reductase 1 substrate activity | O89049 | purified TrxR1 substrate turnover, NADPH consumption readout | Potency, µM (doses to about 114 µM), inactives show at the top dose activity change, negative = substrate turnover | 390,000 tested, 0.01% active; further: potency means the concentration at half of the fitted maximal effect; on the % scale 0 is the no-effect control and ±100 the full control effect; nearly all actives have a fitted effect of over 50% in size
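Rat TrxR1, dispensed at 90 nM, was prereduced with 400 uM NADPH (final) for 5 min at ~22 deg C, then incubated with compound 15 min before 400 uM selenite. A first-read NADPH fluorescence drop versus no-compound background flagged substrates.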
TRHR agonist – activates the human TRH receptor; TRHR cells, calcium flux fluo-8, FDSS agonist mode; activation, % at 2 µM; 360,000 tested, 0.18% active; AID 493084; in the data active means activation above about 30%; further: 0% is about no effect
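Fluo-8-loaded TRHR cells; 10 s baseline, compound added, kinetic Ca2+ fluorescence read 1/s, agonist mode.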
D2 agonist – D2 dopamine receptor (human) agonism. P14416. HEK293 T-REx D2 cells, calcium flux agonist mode. activation, % at 2 µM. 340,000 tested, 0.53% active. AID 485358;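 active means activation over 3 SD above normal in the single-dose calcium agonist read, cut at about 30% in these data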; further: 0% is about no effect
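In this primary screen, compounds producing a positive calcium signal within 180 s of addition to tetracycline-induced, force-coupled HEK293 Trex D2 cells are flagged; cells are dye-loaded with a no-wash calcium kit beforehand.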
Pin1 inh – blocks the human prolyl isomerase Pin1; Q13526; Pin1 FP peptide displacement, HiFluor488, 10 min; Potency, µM (series often up to 115 µM), without a hit: at the highest dose activity, negative = inhibition, actives largely listed as inhibitors; 390,000 tested, 0.009% active; AID 504891; active means well fitted inhibition curve with a large enough effect in the polarisation, with a control signal flat, not every such curve was filed as active; inconclusive means small, poorly fitted or top-dose-only effect, or effect the other way, or a change in a side signal; inactive means no such curve, though single readings can be large or run the other way; the % refers to the polarisation; further: potency means the concentration at half of the fitted maximal effect; on the % scale 0 is the no-effect control and ±100 the full control effect
Target sequence (Q13526 whole entry, looked up): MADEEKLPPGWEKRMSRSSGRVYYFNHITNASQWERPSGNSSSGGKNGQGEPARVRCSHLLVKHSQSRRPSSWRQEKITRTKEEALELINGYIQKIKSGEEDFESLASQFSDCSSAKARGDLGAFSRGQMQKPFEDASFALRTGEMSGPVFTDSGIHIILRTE
USP1 inh – inhibitors of human USP1/UAF1 deubiquitinase. 390,000 tested, 0.23% active. Potency, µM (doses to about 57.1 µM), for inactives: top-dose activity change, negative = inhibition, most hits filed as inhibitors. O94782. recombinant USP1/UAF1, Ub-Rhodamine cleavage fluorescence; further: potency means the concentration at half of the fitted maximal effect; on the % scale 0 is the no-effect control and ±100 the full control effect; nearly all actives have a fitted effect of over 60% in size; inactives centre near -12
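1 nM enzyme complex + cpd, 15 min RT; start with Ub-Rho 150nM final; kinetic fluorescence ex 480/em 540, 6 reads q60 s. Buffer 50mM HEPES pH 7.8, 0.5mM EDTA, 0.1 mg/ml BSA, 1mM TCEP, 0.01% Tween-20.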
mIDH1 inhibitor – human IDH1 R132H inhibition | IDH1-R132H enzyme, NADPH consumption, diaphorase/resazurin fluorescence | Potency, µM (top dose mostly 76.6 µM), for inactives: at the highest dose activity change, negative = inhibition, actives largely listed as inhibitors | 390,000 tested, 0.093% active; further: potency means the concentration at half of the fitted maximal effect; on the % scale 0 is the no-effect control and ±100 the full control effect; nearly all actives have a fitted effect of over 65% in size
Target sequence (O75874 whole entry R132H, stated change not applied): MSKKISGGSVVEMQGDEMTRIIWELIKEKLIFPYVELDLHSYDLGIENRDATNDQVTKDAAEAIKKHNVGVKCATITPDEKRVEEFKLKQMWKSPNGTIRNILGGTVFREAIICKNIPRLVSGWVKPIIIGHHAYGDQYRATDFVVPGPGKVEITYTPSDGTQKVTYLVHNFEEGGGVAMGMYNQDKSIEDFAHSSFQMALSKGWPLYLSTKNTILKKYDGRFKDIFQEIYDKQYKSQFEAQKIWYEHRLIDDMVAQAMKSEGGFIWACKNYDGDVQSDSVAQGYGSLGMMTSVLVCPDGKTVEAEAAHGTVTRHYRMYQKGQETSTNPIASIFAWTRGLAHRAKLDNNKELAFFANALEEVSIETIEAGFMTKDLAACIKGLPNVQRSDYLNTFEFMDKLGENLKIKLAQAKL
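IDH1-R132H (0.5 ug/mL dispensed) in pH 7.5 Tris buffer was preincubated 30 min with compound, then given a substrate mix of 0.016 mM NADPH and 2 mM alpha-KG for 80 min at room temperature; remaining NADPH was read by diaphorase/resazurin fluorescence.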
TRHR enhancer – allosterically enhances the human TRH receptor; 360,000 tested, 0.66% active; TRHR cells, fluo-8 calcium fluorescence, EC20 TRH enhancement; P34981; enhancement, % at 2 µM; in the data active means enhancement above about 30%; further: 0% is about no effect
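Enhancer read-out: after compound pinning and an initial kinetic agonist-mode read, an EC20 of TRH (10 nM final) was injected and fluo-8 calcium signal (Ex 480/Em 530) followed at 1 s/cycle for 100 cycles in TRHR-expressing cells.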
D2 antag – D2 dopamine receptor (human) antagonism; HEK293 TREx D2 cells, calcium flux, dopamine EC80; AID 485344; 340,000 tested, 2% active; inhibition, % at 10 µM; in the data active means inhibition above about 30%; further: 0% is about no effect
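Calcium flux kinetic readout in an inducible HEK293 TREx D2 line plated overnight at 30 C. After 180 s compound exposure, an EC80 dopamine challenge follows with another 180 s kinetic read to detect antagonism.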
Starred values were filed as active, the others as inactive; u = inconclusive; x = not tested or not shown; [ ] = remark or other dose. Unless noted, the call rests on the fitted dose curve; in most records, active means well fitted inhibition curve with a large enough effect; inconclusive means small, poorly fitted or top-dose-only effect; inactive means no such curve, though single readings can be large or run the other way. Only part of the results is shown (hit frequency here may not be typical).

The line under a structure holds: rTrxR1 inhibitor, TrxR1 substrate, TRHR agonist, D2 agonist, Pin1 inh, USP1 inh, mIDH1 inhibitor, TRHR enhancer, D2 antag
- COc1ccc(-c2cc(C(=O)N(C)Cc3ccccc3F)c3ccccc3n2)cc1OC
    10%, 35%[activator], 1.3, 0.3, 2%, -5%, 0%, 5, -6
- CCn1nnc2cc(C(=O)Nc3ccc(Br)cc3F)ccc21
    -3%[57.1 µM], -8%[57.1 µM], 0.0, x, 2%, 1%, -9%, 3, x
- Cc1cc(C)cc(NC(=O)c2cc(S(=O)(=O)N3CCC(C)CC3)cn2C)c1
    -4%[57.1 µM], -12%[57.1 µM], 0.2, -1.5, -1%, -6%, 5%, 0, x
- O=C(CNS(=O)(=O)c1ccc(F)cc1)N1CCN(c2ccc(F)cc2)CC1
    21%, 5%, -0.4, -0.1, -1%, -4%, 5%, -5, -7
- COc1ccc(C2CC(c3ccccc3)n3nnnc3N2)cc1 (stereo not drawn)
    6%, 4%, 0.0, 1.0, 0%, -5%, 7%, -9, -2
- O=C(Cn1c2c(c(=O)n3ncnc13)CCC2)N/N=C/c1ccc(Cl)cc1
    20%, 0%, -0.7, 0.4, -4%, -26%, -7%, 4, 3
- COc1cc(NC(=O)c2cccs2)c(C(=O)OCC(=O)NCc2ccco2)cc1OC
    u, 20%, -0.4, -0.4, u, -13%, 4%, 3, -13
- Cc1ccc(-c2onc3ccc(C4OCCO4)cc23)cc1
    14%[57.1 µM], 4%[57.1 µM], -2.2, -0.2, 0%, -19%, 0%, -4, -4
- CSc1nnc([C@H](C)NC(=O)OC(C)(C)C)o1
    -3%[57.1 µM], 4%[57.1 µM], -0.1, -0.6, 0%, -9%, 2%, -4, 1
- CCS(=O)(=O)N1CCC(NC(=O)c2cc(OC)cc(OC)c2)CC1
    13%, 8%, -0.4, -0.1, -4%, -8%, -3%, 3, -18
- COc1ccc(-c2nc(C=O)cs2)cc1
    -24%, -2%, -0.1, -0.2, -7%, -17%, 7%, 1, -6
- CCOc1ccc(NCc2cc3c(C(C)(C)C)nn(-c4ccccc4)c3[nH]c2=O)cc1
    -9%, -16%[57.1 µM], 0.4, 0.3, u, u, -6%, -4, -7
- COc1cc(C2CC(=O)c3c([nH]c(C(=O)OCCOC(C)C)c3C)C2)cc(OC)c1OC (stereo not drawn)
    -3%[57.1 µM], 6%[57.1 µM], 0.2, 0.8, -5%, -6%, -3%, 1, -4
- Cc1ccc(OCC(=O)N(Cc2ccco2)c2c(N)n(Cc3ccccc3)c(=O)[nH]c2=O)cc1C
    1%, 3%, 0.5, -0.3, 12%, -16%, -11%, 2, -1
- C#CCOc1ccc(-c2nnc(Nc3ccc(NC(C)=O)cc3)c3ccccc23)cc1
    -4%, -2%, -1.3, -1.9, 2%, -26%, -10%, -9, x

Results in mIDH1 inhibitor and TRHR agonist, for three of the compounds above:
molecule	mIDH1 inhibitor	TRHR agonist
CCOc1ccc(NCc2cc3c(C(C)(C)C)nn(-c4ccccc4)c3[nH]c2=O)cc1	-6%	0.4
COc1cc(C2CC(=O)c3c([nH]c(C(=O)OCCOC(C)C)c3C)C2)cc(OC)c1OC (stereo not drawn)	-3%	0.2
Cc1ccc(OCC(=O)N(Cc2ccco2)c2c(N)n(Cc3ccccc3)c(=O)[nH]c2=O)cc1C	-11%	0.5

Other records.
The line under a structure holds: rTrxR1 inhibitor, TrxR1 substrate, TRHR agonist, D2 agonist, Pin1 inh, USP1 inh, mIDH1 inhibitor, TRHR enhancer, D2 antag
- Cc1ccc(-c2nsc(NC(=O)c3oc4cc(C)c(Cl)cc4c3C)n2)cc1
    -18%, -6%, 0.1, 0.7, -3%, 3%, 16%, 0, x
- NC1=NC(c2ccc(Cl)cc2)N(c2ccc(S(N)(=O)=O)cc2)C(N)=N1 (stereo not drawn)
    5%[57.1 µM], -2%[57.1 µM], 0.4, -1.0, 1%, -15%, 1%, -2, -9
- CCC(=O)NC(=S)Nc1ccc(NC(=O)COc2ccc([N+](=O)[O-])cc2)cc1
    u, -6%, -0.1, -0.3, u, -13%, 4%, -1, -6
- CN(C)/C=C(\C#N)C(=O)N/N=C/c1ccc(F)cc1
    7%[57.1 µM], 6%[57.1 µM], 0.4, 0.2, -3%, -2%, -2%, -12, -5
- CN(Cc1nc2ccccc2c(=O)[nH]1)C(=O)c1ccc(S(=O)(=O)N2CCCC2)cc1
    25%, 1%, -0.1, -0.3, 5%, -11%, -5%, -4, 10
- CCOC(=O)c1c(C)[nH]c(C)c1C(=O)CSc1nnc(N)s1
    16%, -2%, 0.1, 0.2, 1%, -5%, -6%, -1, -20
- N#Cc1ccc(COC(=O)CCc2c[nH]c3ccccc23)cc1
    5%, -6%, -2.2, -1.2, u, -17%, 11%, 4, -6
- Cn1c(=O)c(C(=O)N2CCc3ccccc32)cc2cccnc21
    2%, 5%[57.1 µM], 0.4, -0.3, 0%, -13%, 0%, 10, -9
- NC(=O)c1ccccc1NS(=O)(=O)Cc1ccccc1
    -24%, 93%[activator], -0.3, 0.3, 6%, -3%, 14%, -7, -12
- O=C(NC1CC1)C1=C[C@H](c2coc3ccccc3c2=O)C[C@H](OCCCCO)O1
    14%, 3%, x, x, 4%, -25%, -5%, x, x
- Cc1cc(C)nc(NC(=O)c2c(-c3ccccc3Cl)noc2C)c1
    -5%, -10%, -0.6, -2.2, 2%, -19%, 8%, -3, 19
- CCOC(=O)NCN1C(=O)C2C3C=CC(C3)C2C1=O (stereo not drawn)
    8%, 4%, -0.7, 0.4, -6%, -8%, 7%, -9, 2
- Cc1ccc(NC(=O)N2CCc3cc(S(=O)(=O)N4CCC(C)CC4)ccc32)cc1C
    7%, 4%, 0.9, 0.0, 1%, -17%, x, 3, x
- O=C(CSc1nc2c(sc3ccccc32)c(=O)n1CCCC(=O)NC1CCCC1)Nc1ccc(F)cc1
    20%, 12%, 0.0, -0.3, -5%, 24%, -6%, 5, x
- Cc1cc(=O)oc2cc(OC(C)C(=O)NCCCN3CCCC3=O)c(Cl)cc12 (stereo not drawn)
    10%, 19%, 0.5, -0.3, -4%, -15%, -3%, -1, 1
- O=C(CN1CCN(Cc2ccccc2)CC1)Nc1nc2ccccc2s1
    20%, 4%, 0.6, -0.3, -11%, -19%, 7%, -1, 1
- O=C(/C=C/c1ccccc1)NCCc1nc2ccccc2[nH]1
    36%[11.4 µM], -11%[11.4 µM], 0.2, 0.7, -4%, -8%, 5%, 0, 2
- CC(=O)C(=Cc1ccc(C(=O)O)cc1)C(C)=O
    u, 2%, 0.0, 8.1, -14%, -9%, 1%, -4, -8
- COc1ccccc1CCNC(=O)C1CCC(=O)N(C2CCCCCC2)C1 (stereo not drawn)
    6%, 8%, -0.2, x, -1%, -13%, -1%, -1, x
- Cc1ccc(S(=O)(=O)N2CCOCC2)cc1C(=O)Nc1cccc(S(=O)(=O)N2CCCC2)c1
    4%[57.1 µM], -2%[57.1 µM], -0.1, -0.1, 3%, -15%, 4%, 0, -7
- c1ccc(-c2nnc(SCc3nc4ccccc4[nH]3)n2Cc2ccco2)cc1
    -6%, 4%, -0.1, -1.9, 1%, 0%, -2%, -10, -14
- CS(=O)(=O)c1ccc(Cl)c(NC(=O)C2CC(=O)N(Cc3ccccc3)C2)c1 (stereo not drawn)
    -19%, -8%, 0.6, 0.9, -3%, -12%, 8%, 6, -24
- O=C(CN1CCN(c2cccc(Cl)c2)CC1)N1CCCC1
    -8%, -1%, -1.1, 0.7, 3%, -21%, 5%, 9, -1
- CCc1cc(C(=O)N(C)CC(=O)N(CC(C)C)c2c(N)n(CC(C)C)c(=O)[nH]c2=O)sc1C
    -9%, -3%, 0.0, 0.0, -2%, -4%, 3%, -3, -4
- COC(=O)c1ccccc1OCCOc1ccccc1C(=O)OC
    -7%, 0%, -0.8, -0.7, -3%, 2%, 13%, -4, 3
- CCCCN1C[C@H](COC(=O)CCC)Oc2cccc(F)c2S1(=O)=O
    22%, -2%, x, x, 1%, -24%, 6%, x, x
- CC(C)c1nnc(NC(=O)Cc2cccs2)s1
    13%[57.1 µM], 2%[57.1 µM], -1.5, -1.4, 0%, -14%, -2%, -5, -2
- COC(=O)COc1ccc(S(=O)(=O)Nc2cc(OC)ccc2OC)cc1
    x, x, -0.9, -0.7, x, x, x, -4, -8
- CCCCOc1ccc(C(=O)NCc2ccco2)cc1
    -16%, -9%, -0.8, 0.1, -2%, 1%, 14%, -5, 8
- COc1ccc(NC(=O)CN2C(=O)NC(c3ccccc3)(c3ccccc3)C2=O)cc1
    11%, -8%, 2.3, 4.9, 1%, -9%, 25%, 8, -21
- CC1C2NC(=O)N(Cc3ccccc3)C1(C)Oc1ccccc12 (stereo not drawn)
    17%, 0%, -0.4, 0.2, 0%, 3%, 6%, -12, -19
- CC(=O)N1C(C(=O)O)CSC1c1ccc(C)cc1 (stereo not drawn)
    30%[activator], 2%, 0.8, 0.8, 1%, -12%, -11%, 7, 1
- NS(=O)(=O)c1ccc(NC(=S)NC(=O)c2ccc(-c3ccccc3)cc2)cc1
    1%, -2%, -0.3, -1.3, 17%, -8%, 2%, -4, -2
- Cc1nc(Cl)c(N=Cc2cccc([N+](=O)[O-])c2)c(Cl)n1
    -2%[57.1 µM], -5%[57.1 µM], -0.1, 0.7, -4%, -4%, 0%, -2, 2
- CC(C)(C)OC(=O)C[C@@H]1C/C=C\C[C@@H](CC(=O)N(CCO)Cc2ccccc2)C(=O)N[C@H](Cc2c[nH]c3ccccc23)COC1=O
    10%, -3%, x, x, 5%, -21%, -11%, x, x
- O=C(c1cc(-c2ccc(Br)cc2)on1)N1CCCCCC1
    13%, 5%, -0.6, -0.6, -4%, -11%, 9%, -4, 27
- Cc1cc(=O)n2nc(N3CCC(C(=O)NCCc4ccccc4)CC3)sc2n1
    -12%, -10%, 0.1, 0.1, -1%, -8%, 1%, 3, 4
- CCOc1ccc(CCNS(=O)(=O)c2c(C)nc3sc(C)cn3c2=O)cc1OCC
    1%, -9%, 0.4, 0.2, 5%, -12%, 5%, 2, x
- CC(C)(C)c1ccc(OCC(=O)NN2Cc3ccccc3C2=N)cc1
    -3%, -9%, 0.2, 0.2, 1%, -11%, 2%, -1, 3
